# High-throughput results: PubChem BioAssay, Broad Institute
# PglD inh = inhibitors of Campylobacter jejuni PglD acetyltransferase | purified PglD enzyme, DTNB colorimetric CoA detection | inhibition, % at 12.5 µM | 0.098% of 360,000 active; in the data active means inhibition above about 16%, passing the limit was not always enough; inconclusive means no clear call, values can overlap the other calls; further: strong numbers were not always called active
# ERAP1 inh = inhibitors of human ERAP1 aminopeptidase | 0.15% of 340,000 active | recombinant ERAP1, Leu-AMC fluorescence, 60 min | Q9NZ08 | inhibition, % at 10.7 µM;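 active means mean replicate inhibition of at least 30%, or all replicates individually reaching that 30% level; inactive means mean below 30% and not every replicate reaching it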;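 further: 0% = neutral control wells and 100% = L-leucinethiol positive control wells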
# RAD54 branch = blocks human RAD54 Holliday junction branch migration; AID 602329; FAM/BHQ fluorescence; 0.14% of 360,000 active; inhibition, % at 10.4 µM; Q92698;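 active means mean normalized replicate activity at least 40 and at least half of replicates scoring 40 or more; inconclusive means only one of the two criteria met; inactive means mean below 40 and under half of replicates reaching 40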;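 further: 0% = median of neutral control wells and 100% = median of positive control wells; inhibitors cause a drop in the FAM fluorescence signal; in these data hits start at about 50%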
# miR-122 sensor = blocks miR-122 activity in Huh7 sensor cells | AID 602342 | 0.3% of 340,000 active | activation (reporter increase), % at 12.5 µM | Huh7 miR-122 Renilla luciferase sensor, 48 h; neutral wells = 0, positive control = 100;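 active means mean replicate activation score at least 90 and every replicate individually at or above 90; inconclusive means only one of the two criteria met; inactive means neither criterion met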;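 further: higher luciferase means less miR-122 activity so hits act as miR-122 inhibitors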
# PGC1a acetyl inh = lowers PGC1a acetylation signal in U2OS cells; inhibition, % at 15.6 µM; AlphaScreen anti-acetyl-lysine; with virally co-expressed GCN5 acetyltransferase; 0.17% of 350,000 active; AID 651687;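 active means every replicate shows inhibition of at least 40%; inconclusive means mean inhibition at least 40% but some replicate below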;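 further: 0% = neutral control wells and 100% = positive control wells; some results beyond the cut were filed as inactive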
# E-sel inducer = induces E-selectin expression in human endothelial cells | activation, % at 7.58 µM | HUVEC E-selectin immunofluorescence imaging; normalized: neutral wells 0, TNF-alpha wells 100 | 0.37% of 260,000 active | P16581;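 active means mean E-selectin-positive cell signal at least 10% of the positive control, reached in at least 60% of replicates, without over 20% cell loss; inconclusive means no rule given, readout overlaps actives, possibly toxicity-flagged; inactive means the rest, including those meeting only one limit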;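 further: in these data hits start at about 27%; measured in HUVEC primary endothelial cells; signal is the percent of cells scored E-selectin positive by PE staining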
# Target sequence (P16581 whole entry, looked up): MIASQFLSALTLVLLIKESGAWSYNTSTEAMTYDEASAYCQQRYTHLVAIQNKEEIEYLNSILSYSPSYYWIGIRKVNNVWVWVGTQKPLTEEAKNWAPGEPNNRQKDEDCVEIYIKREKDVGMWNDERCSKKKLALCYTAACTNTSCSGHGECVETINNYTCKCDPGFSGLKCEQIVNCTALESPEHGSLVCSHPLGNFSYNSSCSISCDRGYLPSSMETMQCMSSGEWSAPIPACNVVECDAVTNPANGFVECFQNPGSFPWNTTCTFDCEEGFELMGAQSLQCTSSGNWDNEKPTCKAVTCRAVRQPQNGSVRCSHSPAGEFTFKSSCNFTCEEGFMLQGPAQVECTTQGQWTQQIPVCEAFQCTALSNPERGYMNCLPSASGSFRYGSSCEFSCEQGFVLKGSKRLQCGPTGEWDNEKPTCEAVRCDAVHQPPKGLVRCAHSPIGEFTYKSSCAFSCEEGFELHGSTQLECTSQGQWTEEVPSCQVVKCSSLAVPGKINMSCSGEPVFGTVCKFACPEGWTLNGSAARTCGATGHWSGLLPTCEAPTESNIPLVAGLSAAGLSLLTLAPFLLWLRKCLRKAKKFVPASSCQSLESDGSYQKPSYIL
#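 System: HUVEC / Compound: single concentration / Signal: immunofluorescence imaging / Read-out: percent E-selectin-positive cells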
# Cneo AK release = Cryptococcus neoformans lysis via adenylate kinase release | C. neoformans lysis, adenylate kinase release luminescence, 4 h; normalised: neutral wells 0, clomiphene wells 100 | lysis activity, % at 15 µM | 0.2% of 360,000 active | AID 651654;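 active means mean lysis activity across replicates of at least 80%, whatever share of replicates individually reach that level; inactive means mean lysis activity below 80%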
#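 Material: C. neoformans cells | Amount: Yeast cell density of 5 × 10^6 cells/mL | Medium: Fresh YPD growth medium | Dosing: Single dose | Times: Static 4 h at 37 °C with compound, 1 h detection | Detection: AK luminescence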
# RAD52 anneal inh = RAD52 (human) annealing inhibition; 0.46% of 360,000 active; AID 651710; recombinant RAD52 DNA annealing, FRET fluorescence; inhibition, % at 18.7 µM; P43351;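 active means every replicate showing at least 50% inhibition; inconclusive means mean inhibition at least 50% but not in every replicate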
# Target sequence (P43351 whole entry, looked up): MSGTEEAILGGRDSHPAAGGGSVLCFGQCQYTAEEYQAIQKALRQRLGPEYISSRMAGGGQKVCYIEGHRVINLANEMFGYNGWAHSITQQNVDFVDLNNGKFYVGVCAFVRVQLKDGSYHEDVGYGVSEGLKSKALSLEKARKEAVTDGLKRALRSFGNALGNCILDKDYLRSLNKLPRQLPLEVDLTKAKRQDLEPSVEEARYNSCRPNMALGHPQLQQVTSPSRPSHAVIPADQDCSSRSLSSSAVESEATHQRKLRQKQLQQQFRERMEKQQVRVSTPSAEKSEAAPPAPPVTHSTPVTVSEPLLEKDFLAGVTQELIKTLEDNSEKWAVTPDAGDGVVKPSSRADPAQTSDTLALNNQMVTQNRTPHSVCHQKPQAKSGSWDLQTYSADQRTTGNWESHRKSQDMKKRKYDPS
# Starred values were filed as active, the others as inactive; ? = inconclusive; · = no result given; [ ] = remark or other dose.
# Values run as follows: PglD inh	ERAP1 inh	RAD54 branch	miR-122 sensor	PGC1a acetyl inh	E-sel inducer	Cneo AK release	RAD52 anneal inh
OCCn1c(SCCOc2ccccc2)nc2ccccc21
    0	·	-1	-3	-13	·	-1	·
O=C(C1CCCN(Cc2ccncc2)C1)N1CCc2ccccc2C1 (configuration not stated)
    9	·	2	8	-3	·	8	·
O=C(O)CCCCCNC(=O)c1ccncc1
    -3	2	4	2	2	·	2	-6
c1ccc(Cn2ncc3c(NCc4ccco4)ncnc32)cc1
    5	·	6	-1	12	·	-1	·
C=CCNc1nc(NCc2ccc(N(C)C)cc2)c2sc(-c3ccccc3)cc2n1
    -2	-2	-4	2	7	0.5	-5	-36
O=C(CN(Cc1ccccc1F)S(=O)(=O)c1ccc(Cl)cc1)NCCCO
    -1	-3	6	3	·	0.0	-4	-7
COc1ccc(Cl)cc1NC(=S)NC(=O)c1ccco1
    3	-3	-3	·	1	0.2	1	-14
COc1ccc(NC(=O)N(C)C[C@H]2Oc3ccc(NC(=O)CCCCCC(=O)Nc4ccccc4N)cc3CC(=O)N([C@H](C)CO)C[C@H]2C)cc1
    1	-2	-2	-1[16.7 µM]	5	8.9	-2	-9
COC(=O)[C@]1(Cc2ccccc2)N[C@H](CN(C)C(=O)Nc2ccc(C(F)(F)F)cc2)[C@@H]2C(=O)N(C)C(=O)[C@@H]21
    2	-1	1	-9	4	1.0	4	0
NC(=O)NC(Cc1ccccc1)C(=O)NCCCSc1ccccc1 (configuration not stated)
    3	-2	1	5	·	·	-6	-19
CCOc1ccc(Cn2c(=O)oc3ccc(C)cc32)cc1OC
    -4	·	3	0	-9	·	0	·
CCc1cccc(NC(=O)CCS(=O)(=O)c2cccc3nonc23)c1
    -3	·	9	13	-20	·	1	·
O=C(Nc1ccc(O)cc1)c1ccc2c(c1)C(=O)N(N1C(=O)c3ccccc3C1=O)C2=O
    -3	-5	2	0	3	-0.1	-1	2
CO[C@@H]1CN(C)C(=O)c2ccc(NC(=O)c3ccccc3)cc2OC[C@@H](C)N(C(=O)CN(C)C)C[C@H]1C
    3	-5	-1	-3[16.7 µM]	-11	0.3	2	-6
CCCCn1c(=NC(C)=O)c(C#N)cc2c(=O)n3cccc(C)c3nc21
    1	-15	-3	16	13	·	1	-40

# 3 entries from above, arranged by the number in PglD inh, ascending:
SMILES | PglD inh
O=C(CN(Cc1ccccc1F)S(=O)(=O)c1ccc(Cl)cc1)NCCCO | -1
COC(=O)[C@]1(Cc2ccccc2)N[C@H](CN(C)C(=O)Nc2ccc(C(F)(F)F)cc2)[C@@H]2C(=O)N(C)C(=O)[C@@H]21 | 2
COc1ccc(Cl)cc1NC(=S)NC(=O)c1ccco1 | 3

# (next part)
# Values run as follows: PglD inh	ERAP1 inh	RAD54 branch	miR-122 sensor	PGC1a acetyl inh	E-sel inducer	Cneo AK release	RAD52 anneal inh
C[C@@H]1CN([C@@H](C)CO)C(=O)c2cc(NC(=O)c3ccncc3)ccc2O[C@H]1CN(C)Cc1ccc2c(c1)OCO2
    -2	-4	15	1[16.7 µM]	-1	-1.7	27	-4
O=C(O)c1cccc(S(=O)(=O)Nc2ccc(S(=O)(=O)N3CCOCC3)cc2)c1
    -3	0	1	3	-2	1.4	1	-5
CC(O)CCC(=O)NNC(=S)Nc1ccccc1 (configuration not stated)
    3	·	-9	0	8	-0.8	1	0
O=C(C1CCN(S(=O)(=O)c2ccc(Br)s2)CC1)N1CCN(c2ccccc2)CC1
    1	2	7	·	·	·	0	-14
COc1ccc(N2CCCC2=O)cc1S(=O)(=O)N1CCOCC1
    -3	-3	-8	-1	-13	-0.1	1	-27
CCc1cccc(C)c1NC(=O)C1CC=CCC1C(=O)O (configuration not stated)
    ·	-3	·	-7	8	·	·	-11
Cn1cc(Cl)c(C(=O)OCC(=O)Nc2ccc(S(N)(=O)=O)cc2)n1
    2	1	-4	·	·	-0.1	-4	-5
CC1(C)CC(=O)C(C=NCCN2CCN(C3CC(=O)N(c4cccc(Br)c4)C3=O)CC2)=C(O)C1 (configuration not stated)
    6	1	3	-4	·	1.6	0	2
O=C(c1ccc(Cl)c(Cl)c1)N1CCN(c2ccccn2)CC1
    -22	-1	-3	3	·	·	0	-17
CCCNC(=O)N1CC2(CCN(Cc3nccs3)CC2)c2c([nH]c3cc(OC)ccc23)[C@H]1CO
    ·	-3	·	·	6	0.1	·	-5
CCN(CC(=O)NC1CCS(=O)(=O)C1)S(=O)(=O)c1ccc(C)c(C)c1 (configuration not stated)
    -4	·	-4	-9	-8	·	-2	·
CO[C@@H]1CN(C)C(=O)c2cc(NC(=O)C3CCC3)ccc2OC[C@H](C)N(C(=O)NC(C)C)C[C@H]1C
    1	2	-9	·	-13	-0.1	16	-11
C[C@H]1CN([C@@H](C)CO)S(=O)(=O)c2ccc(Br)cc2O[C@H]1CN(C)S(C)(=O)=O
    3	-3	-6	-2[16.7 µM]	?	-1.5	-3	12
CCOC(=O)C(CC)(CC)/C(C)=N/NC(=O)CC#N
    2	·	8	-6	37	·	-2	·
COc1ccc(S(=O)(=O)Nc2ccc3c(c2)C(=O)N([C@@H](C)CO)C[C@@H](C)[C@@H](CN(C)Cc2ccc4c(c2)OCO4)OCCCC[C@H](C)O3)cc1
    2	-4	5	-6[16.7 µM]	-10	-0.2	2	-1
O=C(C[C@H]1CC[C@@H](NC(=O)CN2CCOCC2)[C@@H](CO)O1)NCCc1ccccc1
    0	1	0	·	4	0.0	-2	-9
CNC(=O)C[C@H]1CC[C@H]2[C@@H](COc3ccc(NC(=O)c4ccc(F)cc4)cc3C(=O)N2C)O1
    0	0	4	-6[16.7 µM]	0	-0.1	-4	1
CC(Oc1ccc2c3c(c(=O)oc2c1)CCCC3)C(=O)NCCCn1ccnc1 (configuration not stated)
    3	3	2	2	-3	·	-3	-23
CCC(=O)N(C)C[C@H]1[C@H](c2ccc(-c3ccccc3F)cc2)[C@@H](CO)N1C(C)=O
    0	-2	-5	-17[16.7 µM]	2	-0.2	-5	-14
CCN(CC)CCNC(=O)c1c(O)c2cc(OC)c(OC)cc2[nH]c1=O
    7	·	12	7	1	·	-1	·
CCOc1ccc(-n2nc(C(=O)NCCOC)c3ccccc3c2=O)cc1
    -5	·	10	-3	1	·	-4	·
C[C@H](CO)N1C[C@H](C)[C@H](CN(C)C(=O)Nc2cccc(F)c2)Oc2cc(/C=C/c3ccccc3)ccc2S1(=O)=O
    4	2	4	1[16.7 µM]	-9	0.0	0	-8
Cc1cc(OC(=O)c2ccc(Cl)cc2Cl)nc(C)n1
    -1	·	4	5	-2	·	4	·
COc1cccc(CC(=O)Nc2cccc3ccccc23)c1
    0	-3	-4	·	·	-0.2	-6	-5
C[C@@H]1CCCCO[C@H](CN(C)S(C)(=O)=O)[C@H](C)CN([C@H](C)CO)C(=O)c2cc(N(C)C)ccc2O1
    -1	-6	-1	-4[16.7 µM]	5	1.5	-1	-11
CCOC(=O)c1ccc(NC(=O)c2c(N)n(C)c(=O)[nH]c2=O)cc1
    5	·	-12	-7	10	-0.2	-1	·
O=C(Nc1ccccc1Cl)NC1(C(=O)NCC2CCCO2)CCCCC1 (configuration not stated)
    -4	-2	5	·	·	·	-8	-4
CC(C)c1ccccc1NC(=O)C1CCCN(C(=O)c2ccc(Cl)cc2)C1 (configuration not stated)
    -6	-4	-3	4	3	-0.3	-5	-8
O=C(N[C@@H]1CC[C@@H](CCn2cc(-c3ccccc3)nn2)O[C@H]1CO)c1cnccn1
    -3	4	-5	·	12	0.1	96*	9
C/C=C(\C)C(=O)NCCN1C2=NC[C@@H](Cc3ccccc3)N2C[C@H]1Cc1ccc(O)cc1
    1	0	7	·	·	0.0	9	-8
COCC#Cc1ccc2c(c1)O[C@H](CN(C)C)[C@H](C)CN([C@@H](C)CO)S2(=O)=O
    -5	0	-1	-4[16.7 µM]	7	-0.3	7	-8
COc1cc(NC(=O)C2CCN(S(=O)(=O)c3ccc(N4CCCC4=O)cc3)CC2)cc(OC)c1
    0	4	4	-6	0	·	-1	-22
O=C(c1cc(F)c(F)cc1Cl)N1CCN(CCc2ccccc2)CC1
    5	0	6	·	·	-0.1	7	-20
O=C(CN1CCCC1)Nc1ccc(Oc2ccc(NC(=O)CN3CCCC3)cc2)cc1
    1	·	14	-5	-8	·	1	·
O=C1CC[C@H](N2C(=O)c3ccccc3C2=O)C(=O)N1
    -3	3	2	-3	3	2.7	0	-3
Cc1nc2ccc(Br)cc2c2c1CC(CBr)O2 (configuration not stated)
    -9	0	-13	-5	5	·	-1	7
COc1ccc(-c2cc3n(n2)CCc2nc4ccccc4n2-3)cc1
    -4	·	-1	1	-13	·	-2	·
CN(/N=C/c1cc(Cl)ccc1O)C1=NS(=O)(=O)c2ccccc21
    14	-2	1	-5	3	0.0	3	-2
CC(=O)N(Cc1ccc(F)cc1)C1=C(NCc2ccccc2)C(=O)c2ccccc2C1=O
    -1	·	10	-14	12	·	-2	·
CCOCCCNC(C(=O)Nc1ccc(OC)c(Cl)c1)c1ccccc1 (configuration not stated)
    -3	2	2	-3	·	·	2	-5
CCn1c(SCC(=O)N2CCCCCC2)nc2c(c1=O)SCC2
    0	0	3	-5	-7	-0.4	1	-19
COc1cccc(/C=N/N2CCN(c3ccccc3OC)CC2)c1
    1	·	-9	-4	-3	·	-3	·
CN1C(=O)[C@H]2[C@@H](/C=C/c3ccccc3)N3C(=O)CN(Cc4ccccn4)C(=O)[C@@]3(Cc3ccccc3)[C@H]2C1=O
    0	-1	-3	1	-5	-0.1	0	-9
CCOC(=O)[C@@H]1[C@H]2COc3cc(OC)ccc3[C@H]2N2C(=O)N(c3ccc(Br)cc3)C(=O)[C@]12C
    -5	-1	0	-7	3	-0.2	2	-22
CN(C1CCCCC1)S(=O)(=O)c1ccc(-n2cnnn2)cc1
    -1	·	-5	-1	-1	·	-4	·
FCCCOc1ccc(-c2ccnc(-c3ccccc3)n2)cc1
    1	·	-2	0	4	·	-9	·
C=CCOc1nc(N(C)C)nc(N(C)C)n1
    1	·	-4	-4	4	·	-2	·
C/C(=N\NC(=O)CN(c1ccccc1)S(C)(=O)=O)c1ccccc1O
    -1	3	17	-4	·	4.4	-2	-17
COC(=O)c1cc(S(=O)(=O)NCC2CCN(Cc3ccc(C)cc3)CC2)cn1C
    -5	-6	-1	-16	12	·	0	-52
O=C1N[C@@H](Cc2ccccc2)C(=O)N2[C@@H]1C[C@@]1(Br)c3ccccc3N(S(=O)(=O)c3ccccc3)[C@@H]21
    -4	3	-3	2	1	0.5	-1	-9
O=C(CCS(=O)(=O)c1ccccc1)N1CCN(c2ccc(F)cc2)CC1
    4	0	-1	-3	1	·	-2	-12
O=C(CN1C(=O)CCSc2ccc(S(=O)(=O)N3CCOCC3)cc21)Nc1ccccc1Cl
    -1	-1	-5	3	-4	0.1	-1	-23
Cc1ccc(S(=O)(=O)/N=C(/Nc2ccc(O)c(C(=O)O)c2)c2ccccc2)cc1
    -1	1	1	·	·	0.1	0	9
C/C(=N\NC(=O)CC#N)c1ccc(Oc2ccccc2)cc1
    7	0	6	-1	3	·	-1	-20
